# High-throughput results from PubChem BioAssay.
# FBPA Giardia inh – blocks Giardia fructose-bisphosphate aldolase activity; Potency, µM (titrated, usually from 59.6 µM), for inactives: at the highest dose activity, negative = inhibition, hits mostly inhibitors; AID 2451; purified Giardia FBPA; A8B2U2; 290,000 compounds, 0.71% hits; note: potency is the fitted concentration of half-maximal effect; nearly all actives have a fitted effect of over 55% in size
# Target sequence (A8B2U2 whole entry, looked up): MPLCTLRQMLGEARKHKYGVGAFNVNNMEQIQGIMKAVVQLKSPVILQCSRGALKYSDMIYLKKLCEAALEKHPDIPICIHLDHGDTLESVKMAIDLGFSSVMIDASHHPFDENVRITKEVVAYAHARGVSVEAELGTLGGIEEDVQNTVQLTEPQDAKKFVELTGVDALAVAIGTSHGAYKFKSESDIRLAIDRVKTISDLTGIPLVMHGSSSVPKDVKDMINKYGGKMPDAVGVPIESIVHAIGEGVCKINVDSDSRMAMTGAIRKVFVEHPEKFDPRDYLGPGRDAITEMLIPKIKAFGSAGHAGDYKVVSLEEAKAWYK
#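 40 nM FBPA preincubated 10 min at RT with compound (up to 57.5 uM final), then substrate plus GAPDH/TPI/NAD/arsenate coupling and diaphorase/resazurin added. Fluorescence read after 20 min at RT, 525/598 nm.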
# Sm TGR inh – S. mansoni TGR enzyme inhibition; AID 485364; Q962Y6; Potency, µM (titrated, usually from 114 µM), for the others: at the highest dose activity change, negative = inhibition, most hits filed as inhibitors; purified TGR, DTNB reduction, TNB absorbance 405 nm; 360,000 compounds, 3% hits; note: potency is the fitted concentration of half-maximal effect; nearly all actives have a fitted effect of over 60% in size
#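 Kinetic colorimetric format: TGR-catalysed, NADPH-driven DTNB reduction monitored via TNB absorbance. Enzyme dispensed at 20 nM; compound exposure 15 min at room temperature before reaction start.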
# AMA1 RON2 block – inhibitors of Plasmodium falciparum AMA1-RON2 interaction | AID 720542 | 360,000 compounds, 0.2% hits | AlphaScreen AMA1-biotinylated RON2 peptide binding | Potency, µM (doses to about 58.2 µM), for the others: at the highest dose activity change, negative = inhibition, actives largely listed as inhibitors;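 note: potency is the fitted concentration of half-maximal effect; 0% = vehicle wells and -100% = peptide control; nearly all actives have a fitted effect of over 45% in size; some results filed as inactive show a strong effect at the top dose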
#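 AMA1 (3D7) with his tag at 25 nM final met compounds first, then biotinylated RON2 peptide at 25 nM; detection used donor plus acceptor beads, 10 µg/mL apiece, read by AlphaScreen after 30 min at room temperature.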
# AmpC inh detg – AmpC beta-lactamase inhibition with detergent present; 370,000 compounds, 0.041% hits; P00811; Potency, µM (highest dose often 114 µM), for inactives: at the highest dose activity change, negative = inhibition, hits mostly inhibitors; AmpC hydrolysis of nitrocefin, absorbance 480 nm, 0.01% Triton;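 note: potency is the fitted concentration of half-maximal effect; 0% = no-compound wells and -100% = no-enzyme wells; nearly all actives have a fitted effect of over 25% in size; some results filed as inactive show a strong effect at the top dose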
# Target sequence (P00811 whole entry, looked up): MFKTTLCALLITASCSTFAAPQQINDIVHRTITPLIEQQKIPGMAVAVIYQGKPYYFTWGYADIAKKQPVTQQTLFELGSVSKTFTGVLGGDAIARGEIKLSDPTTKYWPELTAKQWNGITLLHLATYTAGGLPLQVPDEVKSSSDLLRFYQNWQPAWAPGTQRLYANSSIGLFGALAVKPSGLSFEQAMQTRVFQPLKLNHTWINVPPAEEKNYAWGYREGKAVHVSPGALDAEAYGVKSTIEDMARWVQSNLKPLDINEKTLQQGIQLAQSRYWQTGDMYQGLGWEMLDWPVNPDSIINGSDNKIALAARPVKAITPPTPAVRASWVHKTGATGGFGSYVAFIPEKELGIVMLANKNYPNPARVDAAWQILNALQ
#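 20 mM phosphate pH 7.0 + 0.01% (detergent screen) or 0.0001% Triton X-100; 5.3 nM AmpC reagent; cpd preinc 15 min RT; nitrocefin (800 uM stock) to start; A480 q20 s × 4 min; Activity was normalised to no-enzyme and no-compound control wells.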
# HCMV antiviral – blocks human cytomegalovirus replication; HFF cells, HCMV-luciferase reporter, 72 h; hits give low values; activity change, negative = inhibition, % at 57.5 µM; 410,000 compounds, 4.5% hits; in the data active = activity change below about -60%; inconclusive = no clear call, values can overlap the other calls; inactive = above about -39%
#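 Cell-based, HFFs, 1000 cells/well, 16 h 37C; cpds in DMSO + HCMV-luc, MOI 1 PFU/cell; 72 h 37C; OneGlo luminescence after 5 min RT; norm. to buffer vs Salinomycin 10uM.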
# AmpC inh no detg – inhibitors of E. coli AmpC beta-lactamase without detergent; P00811; AmpC nitrocefin hydrolysis, absorbance 480 nm, 0.0001% Triton; Potency, µM (doses to about 57.1 µM), for inactives: at the top dose activity change, negative = inhibition, usual class: inhibitors; 330,000 compounds, 0.52% hits;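 note: potency is the fitted concentration of half-maximal effect; plate controls were no compound for no effect and no enzyme for full effect; nearly all actives have a fitted effect of over 20% in size; some results filed as inactive show a strong effect at the top dose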
#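 20 mM phosphate pH 7.0 + 0.01% (detergent screen) or 0.0001% Triton X-100; 5.3 nM AmpC reagent; cpd preinc 15 min RT; nitrocefin (800 uM stock) to start; A480 q20 s × 4 min; Activity was normalised to no-enzyme and no-compound control wells.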
# * hit, by the source's call; ? = inconclusive; . = not tested or not shown; [ ] = dose if it differs, or a comment. Unless noted, calls come from the whole dose curve; as a rule, active = well fitted curve in the direction sought with a large enough effect; inconclusive = small, poorly fitted or top-dose-only effect, or another doubt; inactive = no such curve, though single readings can be large; an effect the other way counts as inactive or inconclusive. Unless noted, % is set by controls: 0 for no effect and ±100 for the full control effect.
1) CC(C)CNC(=O)NC(=O)COc1ccc(C=O)cc1
2) Cc1ccc(NC(=O)NCC(c2cccnc2)N2CCOCC2)cc1 (centres undefined)
3) Cc1nn(-c2ccc3ccccc3c2)c(=O)c2ccccc12
4) CC12CCC3c4ccc(O)cc4CCC3C1CC(O)C2O (centres undefined)
5) Cc1ccc(COC(=O)c2cc([N+](=O)[O-])ccc2N2CCOCC2)cc1
6) COc1ccc(CCNC(=O)CSc2nc3ccsc3c(=O)n2CC2CCC(C(=O)O)CC2)cc1OC (centres undefined)
7) COc1ccc(-c2nc(NC(=O)CSCCO)sc2C)cc1
8) NC(=O)c1ccc(OCC(F)(F)F)nc1

screen / no. | 1 | 2 | 3 | 4 | 5 | 6 | 7 | 8
FBPA Giardia inh | 3% | ? | -3% | . | 6% | 10% | 2% | 6%
Sm TGR inh | 16% | -5% | 24% | -1% | 20% | 6% | -22% | -4%
AMA1 RON2 block | -4% | -8% | 10% | 5% | . | 6% | -2% | 1%
AmpC inh detg | 2% | ? | 0% | ? | 3% | 1% | 3% | -9%
HCMV antiviral | 45 | -16 | 71 | -23 | -63* | 0 | -16 | 3
AmpC inh no detg | . | -9% | -24% | -7% | 53% | -5% | 2% | -11%

9) O=C(Nc1ccccc1)Nc1snnc1C(=O)Nc1cccc(O)c1
10) COc1ccccc1Nc1nnc(SCC(=O)c2c(N)n(C3CC3)c(=O)[nH]c2=O)s1
11) Cc1c(N=Cc2nc3ccccc3n2C)c(=O)n(-c2ccccc2)n1C
12) CN1C(=O)NC(c2cccc(O)c2)C(C(=O)c2cccs2)C1(O)C(F)(F)F (centres undefined)
13) Cc1cc(C)c(C)c(S(=O)(=O)NCc2cccnc2)c1C
14) Cc1noc(C)c1S(=O)(=O)N(CC(=O)Nc1ccc2c(c1)OCO2)c1ccc(C(C)C)cc1
15) COCCN(C(=S)Nc1cccc(OC)c1)C(C)c1cccs1 (centres undefined)
16) CC1=CC(C)(C)N(C(=O)CSc2nnc(N)s2)c2c(C)cc(C)cc21

screen / no. | 9 | 10 | 11 | 12 | 13 | 14 | 15 | 16
FBPA Giardia inh | 0% | . | 3% | 10% | -15% | -3% | -13% | 4%
Sm TGR inh | 1% | . | 2% | 3.5µM* | -1% | 7% | -7% | -26%
AMA1 RON2 block | 11% | -3% | 40%[activator] | -3% | -6% | -7% | -1% | 2%
AmpC inh detg | 0% | . | -1% | 6% | -1% | -17% | ? | 1%
HCMV antiviral | -34 | -40 | 58 | . | 0 | ? | -27 | 10
AmpC inh no detg | -58% | -22% | -7% | -5% | -14% | -29% | -28% | -17%

17) O=C(c1ccco1)N1CCN(c2nc(-c3ccc(F)cc3)cs2)CC1
18) CS(=O)(=O)c1ccccc1-c1nnc(-c2ccc(Cl)cc2)o1
19) CC(C)NC(=O)Cn1cc(C(=O)C(=O)N2CCOCC2)c2ccccc21
20) Cc1cc(C)cc(NC(=O)C2CCN(S(=O)(=O)c3ccc4[nH]c(=O)ccc4c3)CC2)c1
21) COc1ccc(NC(=O)/C(C#N)=C\c2cc(C)n(-c3ccc4c(c3)OCO4)c2C)cc1
22) CCN(CC(=O)Nc1c(F)cccc1F)C(=O)CCC(=O)c1ccc(C)cc1
23) COC(=O)c1cc(Cl)c(NC(=O)c2ccc(C(C)(C)C)cc2)cc1OC
24) O=c1[nH]nc(N/N=C/c2ccc(Cl)cc2Cl)c(=O)[nH]1

screen / no. | 17 | 18 | 19 | 20 | 21 | 22 | 23 | 24
FBPA Giardia inh | -16% | -9% | -9% | -6% | -2% | . | -3% | -11%
Sm TGR inh | 3% | 6% | -35% | -17% | 0% | -4% | 19% | 19%
AMA1 RON2 block | -13% | -2% | 10% | 8% | -16% | -8% | -4% | 95%[activator]
AmpC inh detg | -1% | 3% | 2% | -14% | 2% | ? | 4% | -17%
HCMV antiviral | -34 | 35 | 9 | -21 | ? | -17 | 61 | 28
AmpC inh no detg | 26% | -4% | -12% | -33% | -45% | -9% | 110%[activator] | -8%

25) CCC1(c2ccccc2)NC(=O)N(Cc2ccc(C(=O)OC)cc2)C1=O (centres undefined)
26) CCOc1ccc(CNC(=O)C2CCCN(c3nn4cc(-c5ccc(OC)cc5)nc4s3)C2)cc1 (centres undefined)
27) CC(C)N1CCN(Cc2cccs2)CC1CCO (centres undefined)
28) O=C(Nc1ccc(Cl)cc1)Nc1ccccc1C(=O)O
29) Clc1cccc(CN2COc3c(cc(Cl)c4cccnc34)C2)c1
30) CCC1CCCCN1C(=O)c1c[nH]c2ccc(S(=O)(=O)Nc3cccc(OC)c3)cc2c1=O (centres undefined)
31) O=C(C1CCN(S(=O)(=O)c2cccc3cccnc23)CC1)N1CCCCC1
32) O=C(NCCCN1CCCC1=O)C(=O)NCC1OCCN1S(=O)(=O)c1ccc(Cl)cc1 (centres undefined)

screen / no. | 25 | 26 | 27 | 28 | 29 | 30 | 31 | 32
FBPA Giardia inh | 4% | . | 5% | -5% | 18µM* | . | -10% | .
Sm TGR inh | -19% | -6% | 4% | 4%[57.1 µM] | ? | 7% | -17% | 0%
AMA1 RON2 block | 2% | . | 1% | -13% | . | . | -2% | 6%
AmpC inh detg | -11% | 4% | 5% | -1% | -3% | -4% | 3% | 2%
HCMV antiviral | 17 | 0 | -6 | 11 | . | 10 | -10 | -39
AmpC inh no detg | -14% | . | -22% | -20% | 35µM* | . | 16% | 20%

33) CCC(C(=O)Nc1ccc(OC)c(Cl)c1)c1ccccc1 (centres undefined)
34) COc1ccc(CNC(=O)CN(C(=O)CCC(=O)Nc2ccccn2)c2ccc3c(c2)OCO3)cc1
35) CCC(Cn1nnc2ccccc2c1=O)NC(=O)Nc1cccc(C)c1C (centres undefined)
36) O=C(c1ccco1)N1CCN(C(=O)C2CCN(S(=O)(=O)c3cnc[nH]3)CC2)CC1
37) CCOc1ccc(CC2CC(=O)NC2=O)cc1 (centres undefined)
38) Cc1ccc(C(=O)Nc2sc(C)c(-c3ccccc3)c2C(N)=O)cc1[N+](=O)[O-]
39) Cn1c(=O)oc2cc(S(=O)(=O)N3CCCC(C(=O)N4CCN(c5ccc(F)cc5)CC4)C3)ccc21 (centres undefined)
40) CC(CC(=O)NCc1cccnc1)c1ccccc1 (centres undefined)

screen / no. | 33 | 34 | 35 | 36 | 37 | 38 | 39 | 40
FBPA Giardia inh | -4% | -19% | . | 1% | -5% | 8% | . | 7%
Sm TGR inh | -17% | 5% | -4% | -9% | 14% | 2% | -6% | 1%
AMA1 RON2 block | 7% | -3% | . | -10% | -2% | 3% | . | -2%
AmpC inh detg | -4% | -2% | 16% | -1% | -10% | -8% | 2% | -10%
HCMV antiviral | -23 | -27 | 7 | 49 | 53 | ? | 5 | -11
AmpC inh no detg | -31% | -8% | . | -26% | -9% | -13% | . | 1%

41) CCC(C)NC(=O)Cn1nc(Cc2ccncc2)c2ccccc2c1=O (centres undefined)
42) Cc1ccc(S(=O)(=O)NC(=O)NC(=O)N(C)S(=O)(=O)c2ccc(C)cc2)cc1
43) COc1cccc2cc(C(N)=O)oc12
44) NC(=O)C(=O)NN=C1CCC(c2ccccc2)CC1 (centres undefined)
45) O=C(N/N=C/c1c[nH]c2ccccc12)c1ccc2c(c1)OCCO2
46) CCC(C)(C)n1nnnc1C(c1ccccc1)N1CCN(Cc2ccccc2)CC1 (centres undefined)
47) Cc1cc(C(=O)O)c(=O)[nH]c1C
48) Cc1cc(NC(=O)C(C)SCC(=O)OC(C)C(=O)Nc2ccccc2C)no1 (centres undefined)

screen / no. | 41 | 42 | 43 | 44 | 45 | 46 | 47 | 48
FBPA Giardia inh | 1% | 0% | -3% | 4% | -4% | 1% | . | .
Sm TGR inh | 5% | 8% | 1% | -1% | 3% | 0% | 40%[activator] | -17%
AMA1 RON2 block | -3% | 11% | 0% | 18% | -3% | 20% | -1% | -2%
AmpC inh detg | 3% | 2% | -15% | -7% | -4% | 3% | ? | -4%
HCMV antiviral | 3 | 17 | -10 | -32 | 179 | -30 | ? | 16
AmpC inh no detg | -9% | -14% | -19%[2.29 µM] | -17% | -41% | -8% | -5% | -18%

49) O=C(NNC(=O)c1sccc1-n1cccc1)c1ccc(F)cc1
50) O=C(COc1ccccc1[N+](=O)[O-])Nc1cccc(Cl)c1N1CCOCC1
51) CCOc1ccc2c(c1)C(N(CCN1CCOCC1)C(=S)Nc1ccccc1OC)CC(C)(C)O2 (centres undefined)
52) Cc1c(C(=O)N2CCN(c3ncccn3)CC2)sc2nc3n(c(=O)c12)CCCC3
53) Cn1c(=O)c([N+](=O)[O-])c(-n2ccnc2)c2ccccc21
54) Cn1c(SCc2cccnc2)nnc1-c1c[nH]c2ccccc12
55) CC(CC(=O)O)Nc1ccccc1O (centres undefined)
56) CCN(CC)C(=O)CSc1nc2cc3c(cc2c(=O)n1Cc1ccc(OC)cc1)OCO3

screen / no. | 49 | 50 | 51 | 52 | 53 | 54 | 55 | 56
FBPA Giardia inh | 0% | . | -3% | 9% | -12% | 4% | ? | -3%
Sm TGR inh | 9% | -2% | 8% | -5% | 35µM* | 4% | . | 6%
AMA1 RON2 block | -3% | -5% | -15% | 21% | -4% | -5% | 31%[activator] | -7%
AmpC inh detg | -5% | 5% | 2% | -7% | 1% | -9% | -9% | -1%
HCMV antiviral | -23 | -39 | -39 | -9 | 41 | 14 | 12 | ?
AmpC inh no detg | -15% | -4% | 157%[activator] | . | -5% | -20% | -7% | -17%

# Exported with bars between the fields: part of the list above.
cpd | Compound | FBPA Giardia inh | Sm TGR inh | AMA1 RON2 block | AmpC inh detg | HCMV antiviral | AmpC inh no detg
48 | Cc1cc(NC(=O)C(C)SCC(=O)OC(C)C(=O)Nc2ccccc2C)no1 (centres undefined) | . | -17% | -2% | -4% | 16 | -18%
49 | O=C(NNC(=O)c1sccc1-n1cccc1)c1ccc(F)cc1 | 0% | 9% | -3% | -5% | -23 | -15%
50 | O=C(COc1ccccc1[N+](=O)[O-])Nc1cccc(Cl)c1N1CCOCC1 | . | -2% | -5% | 5% | -39 | -4%
51 | CCOc1ccc2c(c1)C(N(CCN1CCOCC1)C(=S)Nc1ccccc1OC)CC(C)(C)O2 (centres undefined) | -3% | 8% | -15% | 2% | -39 | 157%[activator]
52 | Cc1c(C(=O)N2CCN(c3ncccn3)CC2)sc2nc3n(c(=O)c12)CCCC3 | 9% | -5% | 21% | -7% | -9 | .
53 | Cn1c(=O)c([N+](=O)[O-])c(-n2ccnc2)c2ccccc21 | -12% | 35µM* | -4% | 1% | 41 | -5%
54 | Cn1c(SCc2cccnc2)nnc1-c1c[nH]c2ccccc12 | 4% | 4% | -5% | -9% | 14 | -20%
55 | CC(CC(=O)O)Nc1ccccc1O (centres undefined) | ? | . | 31%[activator] | -9% | 12 | -7%
56 | CCN(CC)C(=O)CSc1nc2cc3c(cc2c(=O)n1Cc1ccc(OC)cc1)OCO3 | -3% | 6% | -7% | -1% | ? | -17%
